Bioassay records from PubChem.
CHOP inh: inhibitors of CHOP induction in ER stress response. CHO-K1 CHOP-promoter luciferase, tunicamycin-induced, 15-18 h. inhibition, % at 10 µM. actives 3.8% (n = 220,000);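 active = compounds that reduced the stress-induced luciferase reporter signal by more than about 70% of percent inhibition, limit read from the data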;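 also: 0% = tunicamycin plus vehicle and 100% = wells without tunicamycin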
NCF1 inh: blocks human p47phox regulatory protein of NADPH oxidases; P14598; AID 1274; actives 0.53% (n = 220,000); p47phox/p22phox peptide binding, fluorescence polarization, 2 h; inhibition, % at 24.7 µM;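 active = inhibition above about 30%, limit read from the data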;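 also: 0% = p47phox with labelled peptide and 100% = labelled peptide alone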
Target sequence (P14598 whole entry, looked up): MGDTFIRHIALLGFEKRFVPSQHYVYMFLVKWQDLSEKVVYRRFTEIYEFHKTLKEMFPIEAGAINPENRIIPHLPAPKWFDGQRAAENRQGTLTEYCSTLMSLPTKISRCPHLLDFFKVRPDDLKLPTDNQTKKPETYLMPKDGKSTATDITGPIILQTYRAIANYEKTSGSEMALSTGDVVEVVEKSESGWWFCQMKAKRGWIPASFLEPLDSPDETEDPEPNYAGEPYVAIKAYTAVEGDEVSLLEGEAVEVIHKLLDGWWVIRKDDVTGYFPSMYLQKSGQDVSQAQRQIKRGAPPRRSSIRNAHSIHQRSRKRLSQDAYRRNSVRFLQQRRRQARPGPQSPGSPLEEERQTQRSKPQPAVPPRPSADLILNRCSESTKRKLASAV
* = called active by the depositor; & = joins results of further samples. A portion of the library; the hit share may differ from the screen's.

SMILES	CHOP inh	NCF1 inh
C/C=C/C=C/C(=O)N1CC2(CC(c3cccc(NC(=O)/C=C/C)c3)=NO2)C[C@@H]1C(N)=O (stereo not given in full)	5	-5
CCN(CC)CCC(c1ccc(N(C)C)cc1)c1c(O)cc(OC)cc1OC (stereo not given)	9	2
NCCCC[C@H]1CNC(=O)C(=O)N1CCCCC1CCCCC1	-12	-4
CCC1=C(OC(=O)N(CC)CC)N2C(=O)OC(=NCC3CC3)[C@]2(C)[C@H]2C1=CC[C@H]1C(=O)NC(=O)[C@H]12	6	4
CC(=O)c1ccc(C(=O)Nc2nnc(-c3ccc(Cl)cc3)o2)cc1	-22	-6
COC(=O)c1cccc(C#CC(NP(=O)(c2ccccc2)c2ccccc2)c2ccccc2)c1 (stereo not given)	1	-32
CN1C2CCC1/C(=C\c1ccccc1Cl)C(=O)/C2=C\c1ccccc1Cl	35	-7
N#CC1=C(SCC(=O)c2ccc(Cl)cc2)NC2=C(C(=O)CCC2)C1c1ccco1 (stereo not given)	18	-14
CCCCNC(=O)c1onc(CSc2ccc(F)cc2)c1C(=O)NCCCC	45	-8
O=S(=O)(NC1CCCC1)c1ccccc1Br	-6	1
C[C@H]1CCC[C@@]2(O[C@@H](CCO)C[C@@H](O)[C@@H]2O)O1	-2	-3
COC(=O)CCC(=O)OC1(C)C(=O)C=C2C=C(C3CC3)N(C3CCCCC3)C=C2C1=O (stereo not given)	-6	-2
CCCCNc1ccc(C(CC(N)=O)NC(=O)Cc2ccc(Br)cc2)cc1[N+](=O)[O-] (stereo not given)	65	15
O=C(NC1CC1)C1=C[C@@H](c2ccc3c(c2)OCO3)C[C@@H](OCCCCO)O1	3	-14
CCCCCc1cc(=O)oc2c(C(CCN3CCCCC3)c3ccc(OC)cc3)c(OC)cc(OC)c12 (stereo not given)	72*	6
OCC[C@H]1C[C@@H](O)[C@H](O)[C@]2(CCCCO2)O1	-9	-2
COC(C[C@H]1O[C@H]1C(=O)COCc1ccccc1)OC	-19	-15
CC(C)C(=O)N1CCC2(CC1)Oc1ccc(Cl)cc1C(=O)C21CC(c2cccnc2)=NO1 (stereo not given)	1	-5
COc1cc2cc(Oc3ccc4ccc(=O)oc4c3)c(=O)oc2cc1OC(=O)C=C(C)C	-18	-4
COCCNC(=O)c1ccc2c3n(nc2c1)-c1ccc(Cl)cc1CO3	-15	4
COc1cc(O)c(C(CC(=O)N2CCN(c3ccccc3)CC2)c2ccc(N(C)C)cc2)c(OC)c1 (stereo not given)	6	-7
O=C(NCc1ccccc1C(F)(F)F)C1CC(c2ccc(C(F)(F)F)cc2)=NO1 (stereo not given)	44	-6
CCOC(=O)c1ccc(NC(=O)c2nc[nH]c2C(=O)N[C@@H](C)C(=O)OC(C)(C)C)cc1	97*	-6
CCCC[C@@H]1CN=C(N)N1CCc1cc(C(F)(F)F)cc(C(F)(F)F)c1	3	-19
CC(C)C[C@H](NC(=O)c1nc[nH]c1C(=O)NCC(=O)OC(C)(C)C)C(=O)OCc1ccccc1	101*	-20
C/C=C\C(=O)Nc1cccc(C2=NOC3(C2)C[C@@H](C(N)=O)N(C(=O)c2ccccc2)C3)c1 (stereo not given in full)	-9	-14
CC1OC(O[C@H]2CC[C@]3(C)C4C=C[C@]56OC[C@@]7(CC[C@@H](C)[C@H](C)C75)[C@H](O)C[C@@]6(C)[C@]4(C)CC[C@H]3C2(C)C)C(OC2OC(CO)C(O)C(O)C2OC2OCC(O)C(O)C2O)C(O)C1O (stereo not given in full)	100*	7
O=c1cc(-c2ccc(O)c(O)c2)oc2cc(O)cc(O)c12	20	-13
O=C1OCC2OC(O)C(O)C(O)C2OC(=O)c2cc(O)c(O)c(O)c2-c2c(O)c(O)c3oc(=O)c4c(c(O)c(O)c5oc(=O)c2c3c54)-c2c1cc(O)c(O)c2O (stereo not given)	-18	1
COc1ccc(N2C(=O)CC(c3ccc(OC(C)C)cc3)C2=O)cc1 (stereo not given)	73*	-8
CCOC(=O)N1CCN(C(c2ccc(C)cc2)c2sc3nc(C)nn3c2O)CC1 (stereo not given)	-9	-8
COc1cc(C)cc(C(=O)O)c1C1=C(O)c2cccc(O)c2C(=O)C1=O	9	-13
Cn1c(=O)[nH]c(=O)c2c1nc(NC1CCCCC1)n2CCO	15	-3
O=C1C2C(c3cccc(/C=C/c4ccccc4)c3)CC=CC2C(c2ccc3ccccc3c2)N1Cc1ccccc1 (stereo not given)	-3	-24
O=C(NCc1ccccc1)c1onc(CSc2ccc(Cl)cc2)c1C(=O)NCc1ccccc1	27	-6
COC(=O)[C@@H]1C[C@@]2(O)[C@H](O)[C@H](O)[C@H](O)C[C@H]2N1Cc1cccc2ccccc12	6	-2
CCCCC1=CC2=CC(=O)C(C)(OC(=O)CC)C(=O)C2=CN1Cc1ccc2c(c1)OCO2 (stereo not given)	-8	8
CC(C)c1cc(-c2cc(-c3ccccc3)on2)nc(NC2CCCC2)n1	24	-10
O=C(/C=C/c1cccs1)N1CCC2(CC1)Oc1ccc(Cl)cc1C(=O)C21CC(c2cccnc2)=NO1 (stereo not given)	8	-8
CCCC1(C(=O)O)NC(c2ccccc2O)C2C(=O)N(c3cccc(Cl)c3)C(=O)C21 (stereo not given)	-18	-4
COC(C[C@H](O)[C@H](C)[C@H](O)COCc1ccccc1)OC	19	-2
CC(C)C[C@H](NC(=O)c1nc[nH]c1C(=O)N1CCc2ccccc2C1)C(=O)OC(C)(C)C	33	-10
C/C=C(/C)C(=O)Nc1cccc(C2=NOC3(C2)C[C@H](C(N)=O)N(C(=O)Cc2ccc([N+](=O)[O-])cc2)C3)c1 (stereo not given in full)	1	-18
COc1ccc(NC(=O)c2nc(C)c(C3(C)CC(c4ccccc4)=NO3)s2)cc1 (stereo not given)	-11	-17
COc1cc(OC)c2ccc(=O)oc2c1C(CCN1CCCC(C)C1)c1ccc(N(C)C)cc1 (stereo not given)	20	-11
CC(C)N1C(=O)C2C(c3ccccc3O)NC(C)(C(=O)O)C2C1=O (stereo not given)	18	-14
CCC(C)[C@H]1CNC(=O)C(=O)N1CCCc1cc(OC)c(OC)c(OC)c1 (stereo not given in full)	18	0
C/C=C/C(=O)N1CC2(CC(c3cccc(NC(=O)CC(c4ccccc4)c4ccccc4)c3)=NO2)C[C@H]1C(N)=O (stereo not given in full)	-12	-10
O=C(O)CCC1OC(=O)C(O)=C1c1ccccc1 (stereo not given)	-8	2
CCCCC1=CC2=C(c3ccco3)C(=O)C(C)(OC(=O)c3ccc(OC)cc3)C(=O)C2=CN1CCCN(CC)CC (stereo not given)	-48	-4

(continued)
SMILES	CHOP inh	NCF1 inh
CC(O)[C@H]1CNC(=O)C(=O)N1CC(C)(C)C (stereo not given in full)	16	-3
COc1cc(CC2COC(c3ccc(O)c(OC)c3)C2COC(C)=O)ccc1O (stereo not given)	-5	-12
CO[C@H]1C[C@@H]2CC[C@@H](C)[C@@](O)(O2)C(=O)C(=O)N2CCCC[C@H]2C(=O)O[C@H]([C@H](C)C[C@@H]2CC[C@@H](O)[C@H](OC)C2)CC(=O)[C@H](C)C=C(C)[C@@H](O)[C@@H](OC)C(=O)[C@H](C)C[C@H](C)C=CC=CC=C1C	50	-5
NC(=O)CC(NC(=O)Cc1ccc(Br)cc1)c1ccc(NCC2CC2)c([N+](=O)[O-])c1 (stereo not given)	77*	16
C=CCCN(Cc1ccccc1)S(=O)(=O)c1ccccc1Br	38	1
CCc1nnc(SCC(=O)Nc2ccc(C(C)=O)cc2)nc1CC	20	3
CN(C)CCNC(=O)c1c(CSc2ccccc2)noc1C(=O)NCc1ccccc1	16	-19
CC1(OC(=O)CCc2ccccc2)C(=O)C=C2C=C(c3ccc(C#N)cc3)N(C3CCCCC3)C=C2C1=O (stereo not given)	-2	-15
CCN(CC)C(=O)CC(c1ccc2c(c1)OCO2)c1c(OC)cc(OC)c2c(-c3ccccc3)cc(=O)oc12 (stereo not given)	9	-19
COc1cccc(CNC(=O)c2nnn(CC(=O)Nc3ccc(C)c(C)c3)c2N)c1	20	-5
CCCCC1=CC2=C(c3ccco3)C(=O)C(C)(OC(=O)c3ccc(OC)cc3)C(=O)C2=CN1CCOC (stereo not given)	-199	4
COc1ccc(C2/C=C\CN(Cc3ccc(N(C)C)cc3)CC(=O)N2Cc2ccc(F)cc2)cc1 (stereo not given)	11	-14
COCCCn1c(=S)[nH]c2ccc(N3CCOCC3)cc2c1=O	-4	-13
C[C@H](c1ccccc1)n1nnc(COCc2ccccc2)c1C#CCOCc1ccccc1	9	-14
Cc1cc(NS(=O)(=O)c2ccccc2)c(C)c(Cl)c1O	20	-9
CC(C)CCNC(=O)C1CC(c2ccc(C(F)(F)F)cc2)=NO1 (stereo not given)	9	-3
CCCCCc1cc(=O)oc2c(C(CCN3CCCCC3)c3cc(OC)c(OC)c(OC)c3)c(OC)cc(OC)c12 (stereo not given)	105*	0
CCCCCc1cc(=O)oc2c(C(CCN3CCCC(C)C3)c3ccc4c(c3)OCO4)c(OC)cc(OC)c12 (stereo not given)	77*	33*
Cc1c(C(=O)N2CCCc3ccccc32)sc2nc(-c3ccccc3)cn12	-5	-4
COC(=O)[C@@H]1C[C@@H]2CC[C@@H](O)C[C@@H]2N1Cc1ccccc1OS(=O)(=O)c1ccc(C)cc1	8	-79
COC/C=C/C1=CC2=CC(=O)C(C)(OC(=O)c3cnc4ccccc4n3)C(=O)C2=CN1CCN1CCOCC1 (stereo not given)	11	0
O=C1Nc2ccccc2C12OCCS2 (stereo not given)	-8	-15
CC(C)(C)C1CCC2(CC1)CC(=O)c1ccccc1O2 (stereo not given)	74*	-8
COc1ccc(C2/C=C\CN(S(=O)(=O)c3cccs3)CC(=O)N2Cc2ccc(F)cc2)cc1 (stereo not given)	5	-6
COC(=O)c1ccc(C2=NOC(C)(c3sc(-c4ccc(Cl)cc4)nc3C)C2)cc1 (stereo not given)	-16	-15
COc1ccccc1CNc1ncnc2c1cnn2-c1ccccc1	7	-21
CC(=O)N1CCCc2cc(S(=O)(=O)Nc3ccc4c(c3)OCO4)ccc21	20	-1
CC1=CC(=O)C2=C(C)CC[C@@H]3[C@H](OC(=O)[C@H]3C)[C@@H]12	-6	-2
COc1cc(CC(=O)O)ccc1O	10&10	-6
CCCn1cc(SCC(N)=O)c2ccccc21	1	1
CCN1CCN(Cc2ccc(NC(=O)c3ccc(C)c(NC(=O)c4ccno4)c3)cc2C(F)(F)F)CC1	60	-10
CCOC(=O)c1[nH]c2ccccc2c1NC(=O)CC(C)C	-5	-1
COc1cc(C2CC(=O)Oc3c(C(CCN4CCCC(C)C4)c4ccc(N(C)C)cc4)c(OC)cc(OC)c32)cc(OC)c1OC (stereo not given)	-6	-3
COCCn1c(SCC(=O)N2CCc3ccccc32)nc2c(c1=O)SC(C)C2 (stereo not given)	17	-7
CCCC[C@@H]1CNC(=O)C(=O)N1CC(C)(C)C	-8	-4
O=C(c1ccoc1)N1CCC2(CC1)Oc1ccc(Cl)cc1C(=O)C21CC(c2ccc(Cl)cc2)=NO1 (stereo not given)	-6	-9
COc1cc(O)c(C(CC(=O)N2CCCC(C)C2)c2ccc3c(c2)OCO3)c(OC)c1 (stereo not given)	1	-17
CC1CCN(C(=O)c2[nH]cnc2C(=O)N[C@@H](C)C(=O)OC(C)(C)C)CC1	-13	-22
COC(C[C@H]1O[C@H]1[C@@H](O)[C@H](C)OCc1ccccc1)OC	9	-17
O=C(Cn1cc2c(n1)CCCCC2)NC1CCN(Cc2ccccc2)CC1	32	-13
COC(C[C@H](O)C[C@H](O)[C@H](C)OCc1ccccc1)OC	-4	-3
Cc1ccc(SC[C@H](c2ccccc2)N2CCN(CC(C)C)CCC2=O)cc1	33	-6
COC(C[C@@H](O)C[C@H](O)COCc1ccccc1)OC	11	-12

One compound at a time (already shown).
CC(C)C[C@H](NC(=O)c1nc[nH]c1C(=O)N1CCc2ccccc2C1)C(=O)OC(C)(C)C across the screens: CHOP inh = 33; NCF1 inh = -10
O=C(NC1CC1)C1=C[C@@H](c2ccc3c(c2)OCO3)C[C@@H](OCCCCO)O1 across the screens: CHOP inh = 3; NCF1 inh = -14

Of the compounds above, eleven have a Cl atom.
SMILES	CHOP inh	NCF1 inh
CC(=O)c1ccc(C(=O)Nc2nnc(-c3ccc(Cl)cc3)o2)cc1	-22	-6
CN1C2CCC1/C(=C\c1ccccc1Cl)C(=O)/C2=C\c1ccccc1Cl	35	-7
N#CC1=C(SCC(=O)c2ccc(Cl)cc2)NC2=C(C(=O)CCC2)C1c1ccco1 (stereo not given)	18	-14
CC(C)C(=O)N1CCC2(CC1)Oc1ccc(Cl)cc1C(=O)C21CC(c2cccnc2)=NO1 (stereo not given)	1	-5
COCCNC(=O)c1ccc2c3n(nc2c1)-c1ccc(Cl)cc1CO3	-15	4
O=C(NCc1ccccc1)c1onc(CSc2ccc(Cl)cc2)c1C(=O)NCc1ccccc1	27	-6
O=C(/C=C/c1cccs1)N1CCC2(CC1)Oc1ccc(Cl)cc1C(=O)C21CC(c2cccnc2)=NO1 (stereo not given)	8	-8
CCCC1(C(=O)O)NC(c2ccccc2O)C2C(=O)N(c3cccc(Cl)c3)C(=O)C21 (stereo not given)	-18	-4
Cc1cc(NS(=O)(=O)c2ccccc2)c(C)c(Cl)c1O	20	-9
COC(=O)c1ccc(C2=NOC(C)(c3sc(-c4ccc(Cl)cc4)nc3C)C2)cc1 (stereo not given)	-16	-15
O=C(c1ccoc1)N1CCC2(CC1)Oc1ccc(Cl)cc1C(=O)C21CC(c2ccc(Cl)cc2)=NO1 (stereo not given)	-6	-9
